MBD2 inh = MBD2-methylated oligo binding inhibition | AID 686964 | 0.31% of 370,000 active | TR-FRET, MBD2 binding to methylated oligonucleotide | Q9UBB5 | inhibition, % at 4.4 µM; in the data active = inhibition above about 13%
HTRA1 inh = blocks human HTRA1 serine peptidase; Q92743; recombinant HTRA1, FP-rhodamine activity-based probe, fluorescence polarization; inhibition, % at 5.96 µM; 0.5% of 340,000 active; in the data active = inhibition above about 36%;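 note: 0% = enzyme with DMSO and 100% = wells lacking enzyme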
Target sequence (Q92743 whole entry, looked up): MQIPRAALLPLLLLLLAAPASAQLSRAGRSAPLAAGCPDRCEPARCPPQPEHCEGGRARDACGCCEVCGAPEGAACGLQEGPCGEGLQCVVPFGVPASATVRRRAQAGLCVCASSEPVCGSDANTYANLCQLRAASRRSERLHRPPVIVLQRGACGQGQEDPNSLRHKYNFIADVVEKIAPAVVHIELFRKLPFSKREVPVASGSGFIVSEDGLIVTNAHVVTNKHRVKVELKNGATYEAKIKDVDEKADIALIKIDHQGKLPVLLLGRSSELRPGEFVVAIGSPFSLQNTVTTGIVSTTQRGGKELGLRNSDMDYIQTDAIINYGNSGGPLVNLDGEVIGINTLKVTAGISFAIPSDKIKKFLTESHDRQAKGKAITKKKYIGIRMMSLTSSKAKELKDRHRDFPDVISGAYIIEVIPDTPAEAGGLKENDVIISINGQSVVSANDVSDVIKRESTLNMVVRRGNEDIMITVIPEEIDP
NR1D1 modulator = Rev-erb alpha (human) modulation. AID 1259318. 0.79% of 370,000 active. P20393. activity, % at 10 µM. Rev-erbα–FITC-DNA binding, fluorescence polarization, 90 min;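 active = activity above about 14%, limit read from the data; passing the limit was not always enough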;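 note: 0% = DMSO wells with 35 nM protein and 100% = DMSO wells with 750 nM protein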
LEDGF integ inh = blocks HIV-1 LEDGF/p75-dependent DNA integration; TR-FRET IN-LEDGF/p75 DNA integration, Eu/Cy5; inhibition, % at 3.7 µM; 0.64% of 370,000 active; AID 743269;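 active = inhibition above the screen-wide mean plus 3 SD, cut at about 13% in these data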;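 note: signal is the Cy5 over europium emission ratio at 671 and 618 nm; 0% = plate median of compound wells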
TCR CD3 inh = human TCR-CD3 binding inhibition; AID 651800; 0.37% of 360,000 active; TAMRA-labeled TCR probe fluorescence, biochemical; inhibition, % at 9.4 µM; in the data active = inhibition above about 19%;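 note: recombinant mutant TCR 2C K166C tagged with TAMRA read by polarization; 0% = receptor in buffer alone and 100% = receptor with positive control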
mABHD4 FP = ABHD4 (mouse) inhibition, primary FP screen. Q8VD66. purified mABHD4, FP-Rh probe fluorescence polarization. inhibition, % at 8.92 µM. 0.54% of 370,000 active. AID 720543;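 active = inhibition exceeding the mean over every tested compound plus 3 SD, cut at about 30% in these data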;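 note: 0% = plate median of compound wells and 100% = S159A mutant with DMSO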
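Test system: mABHD4 protein; Read-out basis: % inhibition; Incubation: 45 min + 60 min at 25 °C; Repeats: single replicate; Technique: fluorescence polarization with parallel and perpendicular emission, 525/598 nm; Compound: 8.92 µM, single dose; Benchmarks: full inhibition S159A mutant plus DMSO, zero as sample-well median.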
UHRF1 MBD2 ctr = human UHRF1 methylated DNA binding inhibitors. inhibition, % at 4.4 µM. UHRF1 binding to methylated oligo, TR-FRET. Q96T88. AID 687016. 0.75% of 370,000 active; in the data active = inhibition above about 21%;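 note: UHRF1 SRA domain binding a hemimethylated CpG hairpin DNA probe; 0% = median of test compound wells and 100% = reference inhibitor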
rCAG RNA binder = r(CAG) repeat RNA binding; TO-PRO-1 dye displacement fluorescence; inhibition, % at 3 µM; 1.3% of 370,000 active; AID 651821;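 active = inhibition above the plate cutoff, the mean of all test compounds on that plate plus 3 SD, cut at about 35% in these data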;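 note: 0% = DMSO alone and 100% = 100 µM mitoxantrone as full dye displacement; higher means more dye released from RNA so lower well fluorescence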
PG9 Ab binder = binds the HIV-1 gp120 antibody PG9 | TR-FRET gp120-PG9 antibody binding | inhibition, % at 6.7 µM | 0.43% of 360,000 active | AID 624416; in the data active = inhibition above about 8.5%
PRMT1 inh = blocks human protein arginine methyltransferase 1; recombinant PRMT1, activity-based probe fluorescence polarization; inhibition, % at 2.79 µM; 1.3% of 370,000 active;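 active = inhibition above about 21% made by adding two undisclosed values, limit read from the data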
Target sequence (Q99873 whole entry, looked up): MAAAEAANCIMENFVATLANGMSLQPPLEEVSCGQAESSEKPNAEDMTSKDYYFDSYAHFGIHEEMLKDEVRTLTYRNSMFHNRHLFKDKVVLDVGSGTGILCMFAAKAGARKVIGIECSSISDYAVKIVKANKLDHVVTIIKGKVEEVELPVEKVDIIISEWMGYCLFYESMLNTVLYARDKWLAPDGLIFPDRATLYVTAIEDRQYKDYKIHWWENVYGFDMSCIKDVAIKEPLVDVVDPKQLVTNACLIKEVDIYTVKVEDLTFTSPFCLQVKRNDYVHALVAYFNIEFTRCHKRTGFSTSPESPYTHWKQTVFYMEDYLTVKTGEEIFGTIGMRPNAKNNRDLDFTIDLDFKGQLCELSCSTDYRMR
An asterisk follows results filed as active; x = no result given. Only part of the results is shown. The share of hits here may be higher or lower than overall.

Value order – MBD2 inh, HTRA1 inh, NR1D1 modulator, LEDGF integ inh, TCR CD3 inh, mABHD4 FP, UHRF1 MBD2 ctr, rCAG RNA binder, PG9 Ab binder, PRMT1 inh
CCN(CC)C(=O)[C@H]1C[C@H](CC(=O)NCc2cccc(C(F)(F)F)c2)C(=O)N2CCc3c([nH]c4ccc(Cl)cc34)[C@]12C
  -1, -47, 12, 5, -10, -2, 2, 2, -1.1, -3
CCOC(=O)C(C)n1cnc2c(nnn2-c2cccc(Cl)c2)c1=O (stereo unspecified)
  1, -1, 1, -2, -4, -3, 1, -1, 0.9, 4
CC(C)=CC(=O)Nc1ccc(S(=O)(=O)Nc2ccccn2)cc1
  -3, 6, 0, -7, 2, 2, -1, 0, -0.7, -2
O=C(Nc1cccc(CNCCc2c[nH]c3ccccc23)c1)c1ccccc1Cl
  -1, -11, 2, 2, -2, 4, -1, 1, -2.4, -7
Nc1ccccc1Sc1nc2ccccc2[nH]1
  4, -7, 2, 5, -14, 2, -1, 12, -0.7, 52*
CC(NC(=S)Nc1ccc(S(N)(=O)=O)cc1)c1ccc2c(c1)OCO2 (stereo unspecified)
  4, -7, -1, -1, -4, 4, 3, 1, 0.8, 1
COC(=O)c1ccccc1NC(=O)Nc1cc(C(C)(C)C)on1
  -1, 8, 2, 2, 8, -4, 0, -2, -2.5, -1
COc1ccc(C(=O)Nc2ccc3[nH]ccc3c2)cc1
  0, 5, -8, -2, 7, 2, 0, 0, -1.3, 0
CCC(Sc1nncn1C)C(=O)Nc1ccccc1OC (stereo unspecified)
  1, 5, 4, -3, 4, -1, 2, -1, -2.5, -1
COc1cccc(-c2nnc3n2N=C(c2ccc(Cl)cc2)CS3)c1
  4, x, -4, -5, x, 5, -1, 3, x, 4
CSCC[C@H](NC(=O)OC(C)(C)C)c1nnc(SCC(=O)Nc2ccc(C)cc2C)o1
  8, -1, -1, -2, -6, -6, 6, -4, 0.1, 9
c1ccc(SCCOCCn2cncn2)cc1
  -4, -5, 0, 2, 1, -1, 2, -4, 0.7, 4
O=C(Nc1ccccc1N1CCOCC1)c1ccc(OCc2cscn2)cc1
  1, 3, 1, 3, 0, -4, 0, -4, -2.2, 1
CN(Cc1ccccc1)C(=O)COC(=O)c1cc(=O)[nH]c2ccccc12
  -4, 3, 1, -1, 6, 0, -2, 2, -0.4, -2
Cc1noc(C)c1COC(=O)COc1ccc(C#N)cc1
  1, 4, 2, -2, 3, 4, 0, 4, 0.1, 0
CS(=O)(=O)N1CCCC(C(=O)NCc2cccs2)C1 (stereo unspecified)
  6, -3, 4, -6, -1, -14, 7, -2, -0.5, 2
COc1ccc(C2(C)NC(=O)N(CC(=O)Nc3ccc(S(=O)(=O)N4CCCC4)cc3)C2=O)cc1 (stereo unspecified)
  0, -6, 2, -5, -4, 2, -1, 7, 0.7, -2
NC(=O)c1cccc(-c2ccnc3c2CC(C(=O)Nc2ccccc2)O3)c1 (stereo unspecified)
  0, x, 2, 2, -4, -2, 3, 2, -0.4, 0
COC(=O)[C@]12C[C@H](CC(=O)NCc3ccccc3)C(=O)N(CCc3ccc(OC)c(OC)c3)C1=C[C@H](C(C)C)O[C@@H]2C1CC1
  3, x, 1, 0, x, -2, 0, 3, x, 2
CC(=O)Nc1cccc(-c2cc(NC(C)=O)c3ncc(-c4cccc(C(C)=O)c4)n3c2)c1
  -9, x, 0, -3, 3, -13, -3, 15, -3.4, 2
O=C(Nc1ccc(Cl)cc1C(F)(F)F)C(Sc1nnc(-c2cccs2)o1)c1ccccc1 (stereo unspecified)
  4, -35, -1, 1, 4, 0, -3, 12, 0.2, 0
COc1ccc(N(C(=O)c2snc(C(N)=O)c2N)C(C(=O)NC2CCCC2)c2ccco2)c(OC)c1 (stereo unspecified)
  0, 2, 1, -2, -5, 10, -2, 0, -2.0, 0
O=C(Nc1cccc(C(=O)O)c1)/C(=C\c1ccco1)NC(=O)c1ccc(Br)o1
  -2, 0, -7, 10, 0, 7, 5, 14, -1.1, 34*
COc1ccc(S(=O)(=O)NCc2ccco2)cc1-c1nnc2c3ccccc3c(C)nn12
  2, -1, -1, -1, 1, -5, 3, 0, 3.5, 4
Cn1nnnc1SCC(=O)N1CCN(c2cccc(Cl)c2)CC1
  1, 12, 0, -1, 7, -5, 4, -1, -2.6, -2
Cc1cccc(NC(=O)CSc2cccc3cccnc23)c1C
  -4, 6, -1, -7, 7, 3, -11, 1, -0.6, 0
Cc1ccc2c(N)c(C(=O)c3ccccc3)sc2n1
  -2, 2, -8, 2, 3, -5, -6, 0, 0.9, 1
CCOc1ccccc1C(=O)OCC(=O)NCc1ccc2c(c1)OCO2
  -1, -6, -2, -2, 5, 9, -1, 5, -1.2, -3
C=CCNc1nc2cc(-c3ccccc3OC)sc2c(=O)n1C
  3, x, -5, -2, 5, -5, -3, 6, 0.9, 1
CC1=C(C(=O)OC(C)(C)C)C(c2ccco2)C(C#N)=C(N)O1 (stereo unspecified)
  0, -4, 0, 4, 7, 4, 0, -1, -1.0, 4
Cc1ccc(NC(=O)/C=N/OCC(=O)NCc2ccccc2Cl)cc1
  -6, -10, 2, 1, 11, 2, 0, 1, -0.6, 1
CCOc1ccccc1OCCCC(=O)NCCc1ccc(S(N)(=O)=O)cc1
  2, 1, 2, 3, 9, 0, 0, 1, -2.6, -2
CC1CCc2nn(CC(=O)Nc3c(F)cc(F)cc3Br)cc2C1 (stereo unspecified)
  5, -4, -5, -2, 0, 6, 2, 4, -1.3, 3
Cc1cccc(C(C)C)c1NC(=O)CSc1cccc[n+]1[O-]
  -1, -1, -1, -4, -3, 1, 2, 1, 1.1, -1
Cc1ccc(-c2cc(C(=O)N3CCN(c4ncccn4)CC3)c3cc(Br)ccc3n2)o1
  1, -9, -4, -3, -7, -1, 3, 8, -0.6, 49*
CCN(CC)S(=O)(=O)c1cccc2c(N(C)C)cccc12
  -3, -6, 0, 0, 9, 10, -1, -3, 2.1, 3
CC(NC(=O)C1CCC1)c1ccc(Cl)cc1 (stereo unspecified)
  -4, 9, -6, 2, -5, -4, 8, 2, -2.4, 0
CN(CC(=O)Nc1ccc(F)c(F)c1F)C(=O)C1CCN(C(=O)Nc2ccccc2)CC1
  -3, -2, -5, -3, -3, -2, 0, -5, 0.2, 3
N#CC1c2ccccc2-c2ccccc2N1C(=O)c1ccccc1 (stereo unspecified)
  -5, -27, 3, 0, 2, 0, 4, 3, -1.2, 0
CCOC(=O)/C(=C\C=C1/Sc2ccccc2N1CC)C(C)=O
  -16, -1, 27*, 3, -3, -13, -48, -53, -13, -57
CNC(=O)c1ccc(-c2nc(-c3ccccc3)cs2)cc1
  3, -23, 6, 0, -4, -13, 0, 0, 0.3, 1
O=C(CCSc1nc2ccccc2s1)N/N=C/c1c(O)ccc2ccccc12
  1, 20, 0, 1, 14, 11, -4, 7, 0.3, -1
CCN(C(=O)CSc1nnc(COc2cccc(C)c2)o1)c1nc(C)cs1
  -1, -2, 5, 5, 3, -6, 2, -2, -1.6, -1
O=C(CSc1nncs1)N1CCN(S(=O)(=O)c2ccccc2)CC1
  -3, -1, -2, 1, 7, 2, -2, -1, 1.4, -1
COc1ccc(/C=C(/NC(=O)c2ccccc2)C(=O)NC(Cc2c[nH]c3ccccc23)C(=O)O)cc1 (stereo unspecified)
  2, -4, -4, -7, -3, -2, 1, 24, 0.6, 1
O=C(NCc1ccco1)c1ccc(NS(=O)(=O)c2cccc([N+](=O)[O-])c2)cc1
  -4, -2, -6, 0, -3, 10, -1, 7, 0.5, 5
Cc1ccccc1C(=O)NC(=S)Nc1ccc2[nH]c(=O)[nH]c2c1
  -7, 6, -2, -1, 7, 1, -1, -1, -1.0, -2
S=c1[nH]cc(Cc2ccccc2)s1
  5, 4, 3, -3, 5, -4, 3, 1, 0.0, 18
COc1ccccc1N(CC(=O)NCCSc1ccccn1)S(=O)(=O)c1ccccc1
  1, 1, 0, 2, -3, 2, -1, -6, 1.5, 0
COCCSc1ccccc1C(=O)Nc1ccc2c(c1)OCCO2
  2, -3, 2, -1, 3, 11, -1, -2, 1.3, 1
CCOC(=O)C1CCN(CC(=O)Nc2cc(C)nn2-c2nc3ccccc3s2)CC1
  2, 0, -4, 6, -8, -10, 3, 4, -0.5, -2
COc1ccc(N=C2SC(C(=O)O)CC(=O)N2C)cc1 (stereo unspecified)
  1, 6, -4, 0, 5, 6, 1, 3, 0.0, -1
c1ccc(-n2nnnc2-c2cccc3ccccc23)cc1
  1, -29, -8, -4, 5, -10, -1, 3, 2.0, -1
CC(=O)Nc1cc(-c2ccc(CO)cc2)cn2c(-c3ccc(F)cc3)cnc12
  1, x, -4, -4, -11, -1, -2, 6, -2.9, 6
O=C(Nc1nnc(CCS(=O)(=O)c2ccc3ccccc3c2)s1)c1ccc([N+](=O)[O-])cc1
  -8, -3, -3, 3, 4, -7, -4, 0, -1.1, -1
CN(Cc1cnccn1)C(=O)CC1C(=O)NCCN1Cc1ccc(F)cc1Cl (stereo unspecified)
  1, -1, -5, -2, -3, 5, -3, -3, 0.3, 0
COc1ccccc1NC(=O)c1cc2c(s1)-c1ccccc1S(=O)(=O)C2
  0, -26, -10, 3, -2, -25, 3, 6, -0.9, -2
CCN(C(=O)CSc1nnc(-c2ccc(C)cc2)n1N)c1c(N)n(Cc2ccccc2)c(=O)[nH]c1=O
  -2, 0, -1, 1, -1, 6, 0, -7, 0.7, -1
COc1ccc(-c2[nH]ncc2CN2C[C@@H]3CCC[C@H]2C3)c(F)c1
  1, 0, 6, -3, -8, 7, 3, 6, -1.8, 4
N#CC(C(=O)c1ccccc1Cl)=C1SCCCS1
  5, x, 1, -2, -5, 6, 2, 0, -1.6, 4

Next section:
Value order – MBD2 inh, HTRA1 inh, NR1D1 modulator, LEDGF integ inh, TCR CD3 inh, mABHD4 FP, UHRF1 MBD2 ctr, rCAG RNA binder, PG9 Ab binder, PRMT1 inh
O=C(Cn1c(=O)c2cccn2c2cccnc21)N1CCN(c2ccccc2F)CC1
  -3, 3, 4, 3, -1, -3, -3, -2, -1.6, -6
Cc1[nH]n(-c2ccccc2)c(=O)c1CCOC(=O)c1cccc(C(F)(F)F)c1
  -2, -16, 2, 4, -12, -5, 4, 1, -2.2, -3
NC(N)=N/N=C/c1ccc(Cl)c([N+](=O)[O-])c1
  -7, 4, 1, 0, 4, 0, -6, 8, 0.8, -3
Cc1cc2n(n1)C(c1ccsc1)Nc1ccccc1-2 (stereo unspecified)
  -2, -25, -6, 3, -6, -10, 0, 8, 0.7, 4
CC(Nc1cccc(F)c1)C(=O)Nc1ccc(S(N)(=O)=O)cc1 (stereo unspecified)
  4, 6, 1, -1, 6, 1, -2, 5, 1.2, -3
O=C(CN1C(=O)CCS(=O)(=O)c2ccccc21)Nc1ccccc1F
  0, 4, 0, 3, -8, -9, 0, 4, -0.4, -1
O=C(N[C@H](Cc1ccccc1)C(=O)NCCN1CCOCC1)[C@H]1O[C@@H](n2ccc(=O)[nH]c2=O)[C@H](O)[C@@H]1O
  -6, x, 3, -5, 7, 1, -2, 2, -1.1, -2
COc1ccc(-c2csc3ncnc(N4CCN(c5ccc(OC)cc5)CC4)c23)cc1
  -1, -6, 4, 2, 5, -1, 0, 1, -2.2, -6
Cc1nc2ccc(S(=O)(=O)Nc3cc(-c4nc5cccnc5s4)ccc3C)cc2s1
  -4, -37, 10, -3, 9, -39, -2, 34, -1.1, 2
O=C(NNS(=O)(=O)c1ccc(F)cc1)c1ccc(S(=O)(=O)N2CCCCC2)cc1
  1, 8, -1, 0, -3, 1, 0, 1, -0.9, -1
Brc1ccccc1CN1CCC(Cc2ccccc2)CC1
  2, -5, 2, 3, -1, 4, -2, -1, 3.2, -1
